HTR5A ag ctr: counter-screen for OPRM1-OPRD1 agonists: human HTR5A agonism; P47898; HTR5A agonist assay, luminescence, cell-based; activation, % at 9.3 µM; 340,000 compounds, 0.61% hits; AID 504692; in the data active = activation mostly above about 9.5%, no sharp cut-off; inactive = mostly below about 7.6%;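 note: 0% = cells with vehicle only and 100% = reference agonist; strong numbers were not always called active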
OPRM1-OPRD1 ag: agonists of human mu-delta opioid receptor heterodimerization; cells, OPRM1-OPRD1 heterodimerization, luminescence; P35372+P41143; AID 504326; 340,000 compounds, 0.3% hits; activation, % at 9.3 µM; in the data active = activation above about 18%;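 note: 0% = vehicle-treated cells and 100% = reference agonist; values of inactives mirror those of a sister screen read the other way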
OPRM1-OPRD1 inv: inverse agonists of human mu-delta opioid receptor heterodimerization. cell-based MOR-DOR heterodimer luminescence, inverse agonism. P35372+P41143. AID 504357. 340,000 compounds, 0.21% hits. inhibition, % at 9.3 µM; in the data active = inhibition above about 22%, passing the limit was not always enough;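 note: 0% = cells with DMSO and 100% = wells without cells with DMSO; values of inactives mirror those of a sister screen read the other way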
HTR5A inv ctr: counter-screen for OPRM1-OPRD1 inverse agonists: human HTR5A inverse agonism. P47898. HTR5A cell line, luminescence. inhibition, % at 9.3 µM. 340,000 compounds, 0.083% hits. AID 504634; in the data active = inhibition mostly above about 23%, no sharp cut-off; inactive = mostly below about 18%;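 note: 0% = cells with DMSO and 100% = no-cell wells with DMSO; some compounds called inactive have numbers as strong as hits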
V-ATPase pHluor: alters yeast V-ATPase proton transport; AID 504577; response, % at 10 µM; 350,000 compounds, 0.37% hits; S. cerevisiae, pHLuorin cytosolic pH fluorescence; in the data active = response mostly above about 7.3%, no sharp cut-off; inactive = mostly below about 5.4%; note: actives read high; inactives centre near 0; some compounds called inactive have numbers as strong as hits; reference of the scale not given here
PKA-R1A activ: activators of PKA-R1A complex | activation, % at 11.4 µM | PKA-R1A dissociation, Cy5-IP20 fluorescence polarization; scaled: DMSO 0%, 113 µM cGMP 100% | P00514+P68181 | AID 504707 | 340,000 compounds, 0.083% hits;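 active = percent activation above the mean of all tested compounds plus 3 SD, cut at about 19% in these data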;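 note: higher means more PKAc released from R1A so a rise in polarization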
DSG3 Ab inh: inhibitors of pemphigus antibody binding to human desmoglein-3. P32926. DSG3-coupled beads, scFv-anti-DSG3-GFP binding, flow cytometry; hits give low values. binding (percent of control), % at 10 µM. 310,000 compounds, 0.48% hits. AID 588358;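 active = binding more than 3 SD below its plate's average and above zero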;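 note: hits lower antibody fragment binding to DSG3; some compounds called inactive have numbers as strong as hits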
Target sequence (P32926 whole entry, looked up, the tested form may be a part): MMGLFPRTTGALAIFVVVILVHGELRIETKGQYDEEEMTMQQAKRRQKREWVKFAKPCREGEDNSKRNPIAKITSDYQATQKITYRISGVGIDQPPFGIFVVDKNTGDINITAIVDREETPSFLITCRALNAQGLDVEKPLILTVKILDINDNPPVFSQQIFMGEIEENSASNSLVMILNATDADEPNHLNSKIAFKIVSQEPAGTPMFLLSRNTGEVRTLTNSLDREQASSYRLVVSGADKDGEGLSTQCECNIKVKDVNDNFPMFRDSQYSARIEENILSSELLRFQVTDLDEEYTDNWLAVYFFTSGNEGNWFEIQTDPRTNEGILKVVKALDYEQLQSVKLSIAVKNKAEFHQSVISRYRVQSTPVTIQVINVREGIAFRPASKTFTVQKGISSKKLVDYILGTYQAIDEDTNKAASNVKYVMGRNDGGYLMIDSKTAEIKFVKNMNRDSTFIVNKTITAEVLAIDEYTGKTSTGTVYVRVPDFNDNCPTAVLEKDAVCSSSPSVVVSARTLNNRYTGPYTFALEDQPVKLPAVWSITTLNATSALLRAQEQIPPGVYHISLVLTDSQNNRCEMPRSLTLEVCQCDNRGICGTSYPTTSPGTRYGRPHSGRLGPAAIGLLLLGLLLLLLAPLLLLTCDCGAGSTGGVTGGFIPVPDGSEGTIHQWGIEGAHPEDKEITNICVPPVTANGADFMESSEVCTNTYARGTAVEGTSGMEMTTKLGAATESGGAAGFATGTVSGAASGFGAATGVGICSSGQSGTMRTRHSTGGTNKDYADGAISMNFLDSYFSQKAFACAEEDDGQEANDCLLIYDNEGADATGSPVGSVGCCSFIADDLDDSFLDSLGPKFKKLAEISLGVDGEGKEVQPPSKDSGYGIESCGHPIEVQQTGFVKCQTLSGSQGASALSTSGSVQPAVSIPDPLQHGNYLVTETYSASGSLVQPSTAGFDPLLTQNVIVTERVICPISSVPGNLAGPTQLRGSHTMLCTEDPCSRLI
PKA-R2B act: activates the human PKA-R2B holoenzyme complex; P22694+P31323; PKA-R2B holoenzyme dissociation, Cy5-IP20 fluorescence polarization; R2B truncated from residue 108, S112A mutant; 0% DMSO only, 100% 113 µM cGMP; activation, % at 11.4 µM; 340,000 compounds, 0.079% hits; AID 504700;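 active = activation above a cutoff set at the mean over all compounds plus 3 SD, cut at about 18% in these data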;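 note: higher means more holoenzyme dissociation and a rise in polarization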
Arr AP2 block: blocks beta-arrestin peptide binding to AP2 adaptin; FITC-arrestin peptide / GST-AP2 beads, flow cytometry; AP2 beta2 appendage carries R879A mutation; inhibition, % at 10 µM; 340,000 compounds, 0.31% hits; AID 504490;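 active = inhibition above a set limit, near 3 SD of compounds lacking own fluorescence, cut at about 54% in these data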;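 note: plate controls were DMSO wells for no effect and 5 µM unlabelled arrestin peptide for full effect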
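Assay system: GST-AP2 R879A bound to glutathione beads, E. coli-expressed; Medium: PBS with 0.05% Tween 20 and 0.1% BSA; Also added: fluorescein-tagged arrestin peptide at 50 nM final; Timing: 12 min plus 1 h, RT; Measured by: flow cytometry, FL1 (488/535 nm); Evaluation: percent drop in bead-associated FITC signal.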
DAGLB inh: blocks human DAGLB lipase activity; 340,000 compounds, 0.059% hits; inhibition, % at 5.17 µM; Q8NCG7; HEK293T DAGLB membrane lysate, EnzChek fluorogenic substrate; AID 504411; in the data active = inhibition above about 34%;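 note: 0% = enzyme with vehicle and 100% = wells lacking enzyme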
* hit, by the source's call; · = not tested or not shown. Random draw from the library; 2.4% or so of the library scored in one or more.

SMILES	HTR5A ag ctr	OPRM1-OPRD1 ag	OPRM1-OPRD1 inv	HTR5A inv ctr	V-ATPase pHluor	PKA-R1A activ	DSG3 Ab inh	PKA-R2B act	Arr AP2 block	DAGLB inh
COc1ccc(CNc2nc(NCc3ccc(OC)c(OC)c3)n(C(=O)c3cccs3)n2)cc1OC	14*	1.5	-8	-22	1	2	91	-12	1	2
CCOc1ccccc1OC(=O)c1cc2ccccc2oc1=O	-5	-0.1	0	12	-5	-5	86	-4	3	-2
CSC1=C(C#N)C(c2ccc(Cl)cc2)C2=C(CC(C)(C)CC2=O)N1 (stereo not drawn)	6	-0.9	5	-2	3	-4	108	12	5	-5
O=C(NC1CCC(O)CC1)c1cc(-c2ccco2)nc2ccccc12 (stereo not drawn)	11	2.1	-10	-10	2	-4	95	3	5	2
CCN1CCN(c2oc(-c3ccc(OC)cc3)nc2C#N)CC1	-1	-0.1	0	-24	-1	0	104	3	5	2
Cc1ccc(C(=O)NC(=S)N2CCCC2)cc1	-5	-2.9	15	-10	-3	12	·	-6	-11	-1
COC(=O)CSC1=C(C#N)C(c2ccsc2)CC(=O)N1 (stereo not drawn)	0	2.5	-14	-12	7	-7	65	3	24	-5
COc1ccccc1NS(=O)(=O)c1cc(NC(=O)c2cnccn2)ccc1N1CCOCC1	2	-2.4	12	6	-1	-6	94	-5	-6	2
CCC(=O)NNC(=O)c1cc(COc2cc(Cl)cc(Cl)c2)on1	2	0.2	-1	-1	-6	1	115	8	-8	-1
CN1CCN(S(=O)(=O)c2ccc(NC(=O)COc3ccccc3Cl)cc2)CC1	-1	-1.4	7	3	-3	-6	102	4	-9	-4
O=C(/C=C/c1ccccc1[N+](=O)[O-])Nc1cccc(S(=O)(=O)NC2=NCCCCC2)c1	-8	-2.6	15	27	0	5	98	-2	-3	-2
CCOC(=O)C1=C(COC(=O)CCc2ccc(F)cc2)NC(=O)NC1C (stereo not drawn)	8	-4.3	17	-2	2	-2	111	-9	1	0
COc1ccc2oc(C(=O)OCC(=O)/C(C#N)=C(\C)N)c(C)c2c1	2	-3.1	14	-5	2	-5	97	-12	5	0
CCOC(=O)c1c(NC(=O)/C=C/C(=O)O)sc(C)c1-c1ccc(C(C)(C)C)cc1	13	1.1	-6	0	0	2	102	1	2	20
Cc1ccc(/C(N)=N/OC(=O)Cc2ccccc2)cc1	-2	0.0	0	9	-1	-1	101	-10	5	-11
Cc1nn(CC(=O)Nc2cccc(O)c2)c(=O)c2ccccc12	·	·	·	·	1	6	104	1	·	-1
COc1cccc(C2c3[nH]c4ccccc4c3C[C@H]3C(=O)N(C4CCN(Cc5ccccc5)CC4)CC(=O)N23)c1 (stereo partly drawn)	2	2.2	-11	-7	6	7	96	2	5	4
O=S(=O)(Cc1ccccc1Cl)NCCOc1ccccc1	7	0.8	-4	-59	5	-3	135	-6	-7	-2
Cc1cccc(N2CCN(C(=O)C(Cc3ccccc3)NC(N)=O)CC2)c1C (stereo not drawn)	1	-3.6	17	-2	-2	-5	104	3	5	4
COCCN(C(=O)C(=O)NC1CCCC1)C(C(=O)NC1CCCC1)c1ccccc1F (stereo not drawn)	3	-1.0	5	29	0	-6	111	6	-3	1
Cc1ccccc1-n1c(SCc2c(C)noc2C)nnc1-c1ccncc1	2	-1.5	7	3	-8	-2	99	2	25	1
COC(=O)c1noc(-c2ccc(C)cc2)n1	2	-1.5	8	-33	0	2	101	-2	3	-1
CCN(CC)CCn1c(=S)[nH]c2ccccc2c1=O	3	0.2	-1	-7	-2	-3	102	3	2	1
CSCC[C@H](NC(=O)c1cccc([N+](=O)[O-])c1C)c1nc2ccccc2[nH]1	4	-1.4	8	-14	3	-6	98	0	-44	-2
Cc1ccc(NC(=O)COc2ccccc2)cc1S(=O)(=O)N1CCCCCC1	-1	0.7	-4	-11	0	-3	100	-6	23	-5
Cc1cccc(N=C2NC(=O)/C(=C/C=C/c3ccco3)S2)c1C	2	1.3	-7	-6	0	-4	98	0	·	19
c1ccc2c(c1)nc(N1CCCCC1)c1ccccc12	2	3.8	-19	-6	-1	-1	·	3	26	-4
Cc1ccc(N(C)S(=O)(=O)c2ccc3c(c2)NC(=O)C(C)S3)cc1 (stereo not drawn)	-1	1.0	-5	-6	2	-6	100	-11	7	0
Nn1c(SCC(=O)Nc2cccc(S(N)(=O)=O)c2)nnc1C1CC1	-2	-2.4	13	-32	1	-5	96	-5	1	2
O=C(CN1CCN(S(=O)(=O)c2ccc3c(c2)OCCCO3)CC1)N1CCc2ccccc21	·	·	·	·	4	-2	102	-2	·	-4
N#Cc1c(SCC(=O)Nc2nc3ccc(Br)cc3s2)sc2c(O)cc(=O)[nH]c12	5	4.5	-25	-12	4	-8	36	7	-11	22
O=C1C(NS(=O)(=O)c2ccc(Br)cc2)=C(N2CCCCC2)C(=O)c2ccccc21	2	8.7	-44	-7	-2	-5	122	-4	-5	21
O=C(Nc1ccc(N2CCCC2)cc1)c1cccc(Cl)c1	-2	6.0	-28	8	0	10	107	4	0	-2
Nn1c(SCC(=O)NCc2ccccc2)nncc1=O	9	-2.0	11	-2	-4	6	113	-1	1	2
CCOC(=O)CC1=C(C(=O)OCC)C(c2ccc(OC)c(OC)c2)C(C#N)=C(N)O1 (stereo not drawn)	-4	-1.4	7	12	-1	-5	·	-6	0	-1
CCOc1cc(CNc2ccc3[nH]c(=O)[nH]c3c2)ccc1OCC(=O)NC(C)(C)C	0	0.5	-3	-3	-5	-1	117	-1	43	0
COc1cc(S(=O)(=O)N2CCN3CCCC3C2)ccc1-n1cnnn1 (stereo not drawn)	-1	-1.2	7	19	3	-6	104	-2	19	0
O=S(=O)(c1ccc(N2CC=C(c3ccccc3)CC2)nc1)N1CCCC1	-7	-1.9	9	16	2	15	112	13	-1	-1
CC1(C)CC(=O)C(N=Nc2ccc(S(=O)(=O)N3CCOCC3)cc2)=C(O)C1	-3	-5.0	27	11	4	-14	99	-4	37	-2
CN(CC(=O)Nc1ccc(N2CCOCC2)cc1)CC(=O)Nc1ccc(N2CCOCC2)cc1	-2	-1.5	8	4	-4	-1	101	5	33	0

Overlap with the part before: two compounds; new compounds follow.
SMILES	HTR5A ag ctr	OPRM1-OPRD1 ag	OPRM1-OPRD1 inv	HTR5A inv ctr	V-ATPase pHluor	PKA-R1A activ	DSG3 Ab inh	PKA-R2B act	Arr AP2 block	DAGLB inh
CC1(C)CC(=O)C(N=Nc2ccc(S(=O)(=O)N3CCOCC3)cc2)=C(O)C1	-3	-5.0	27	11	4	-14	99	-4	37	-2
CN(CC(=O)Nc1ccc(N2CCOCC2)cc1)CC(=O)Nc1ccc(N2CCOCC2)cc1	-2	-1.5	8	4	-4	-1	101	5	33	0
COc1ccccc1N(C)S(=O)(=O)c1ccc(C(=O)NC(C)(C)C)cc1	1	-1.8	11	6	1	-7	69	-10	-8	2
CCOC(=O)CSc1nnc([C@@H](NC(=O)OC(C)(C)C)C(C)C)o1	2	-1.4	6	16	0	-13	·	7	-4	1
O=C(Oc1c(CN2CCOCC2)cc(Cl)c2cccnc12)c1ccc(F)cc1	-4	1.6	-7	-11	-3	-6	105	-11	0	1
Cn1nnc2sc3c(c2c1=O)CCCC3	-4	-1.1	6	10	4	7	79*	-4	5	0
CCOc1cc(C2C(C(=O)c3ccccc3)=C(C(=O)OC)Nc3nnnn32)ccc1O (stereo not drawn)	1	-0.6	3	-3	-6	-2	107	-4	25	0
CS(=O)c1ccccc1COC(=O)Nc1cccc(Cl)c1 (stereo not drawn)	-3	-1.5	9	5	-3	4	97	-1	-4	0
O=C(CNCc1ccco1)Nc1cccc(S(=O)(=O)N2CCCCC2)c1	5	-1.0	5	-13	-1	0	98	-5	-5	0
COc1ccccc1Nc1nc(-c2c(C)[nH]c3ccccc23)cs1	-1	-0.8	5	3	5	-6	94	-9	-10	5
O=C(O)c1sccc1Oc1ccc(F)cc1[N+](=O)[O-]	-1	-2.9	14	-11	-1	-4	·	-1	5	-1
Cc1c(C(=O)NCc2ccccn2)oc2c(Cl)cccc12	0	1.0	-4	-27	2	-6	107	-1	-8	-4
CCOC(=O)c1ccc(NC(=S)N(CCCN2CCN(C)CC2)Cc2cccs2)cc1	1	-2.7	13	-2	4	-1	94	6	41	-2
CS(=O)(=O)N1CCc2cc(C(=O)Nc3ccccc3Cl)ccc21	2	-0.3	2	-27	2	-7	115	-7	1	0
O=C(COC(=O)CCCN1C(=O)c2cccc3cccc(c23)C1=O)NC1CCS(=O)(=O)C1 (stereo not drawn)	-6	-2.6	17	9	2	4	101	4	15	2
CCOC(=O)C(NCc1ccco1)(NC(=O)c1ccccc1)C(F)(F)F (stereo not drawn)	0	-2.5	15	1	-2	-2	109	4	-1	-1
CC(=O)c1cc(C(=O)Nc2ccc(C(=O)O)cc2)oc1C	1	-0.9	5	-12	5	-2	67	-5	9	2
O=C(Nc1ccccc1N1CCN(C(=O)c2ccccc2)CC1)c1cccc(Cl)c1	7	5.4	-28	9	10	-10	97	-3	-1	0
CCN(CC)c1ccc(Nc2nc(-c3cccnc3)cs2)cc1	2	8.7	-39	-8	-1	-5	109	6	28	3
CCN(CC(=O)Nc1ccc(NC(C)=O)cc1)C(=O)c1cccc(N2C(=O)c3ccccc3C2=O)c1	-3	-2.3	10	8	-3	1	·	12	20	-1
CCC(CC)NC(=O)c1cc2c(C)nn(Cc3ccccc3Cl)c2s1	-1	0.7	-4	3	2	-11	103	-11	1	0
CC1(C)CC(=O)C(Br)=C(O)C1	-3	-1.1	5	8	-4	-5	105	-10	-7	2
CC(=O)NS(=O)(=O)c1ccc(NC(=O)c2ccc3c(c2)OCO3)cc1	-3	-3.6	17	12	0	-7	100	-7	-14	-1
N#Cc1ccccc1OCC(=O)OCC(=O)NC1CC1	-5	-1.9	7	12	1	1	103	11	-7	1
COc1cc(C(=O)NNC(=O)c2cccn2C)cc(OC)c1OC	2	-3.1	15	15	-2	5	97	-2	23	2
N=C1/C(=C\c2ccc(-c3cccc(C(=O)O)c3)o2)C(=O)N=C2SC=C(c3ccccc3)N12	-2	-0.8	4	-6	1	3	90	-4	-6	6
CCn1cnc2c1c(=O)n(CC(=O)OC(C)C(N)=O)c(=O)n2Cc1ccccc1 (stereo not drawn)	0	-1.6	8	-10	-4	-10	115	-11	-9	-3
Cc1cccc(/C=N/NC(=O)Cn2nccc2C)n1	2	-2.7	16	-6	-1	-6	104	0	5	-2
COc1ccccc1NC(=O)Nc1ccc2c(c1)nc(C)n2C	-2	-1.9	9	-31	-1	-1	·	-13	-5	0
O=C(NCc1ccccn1)c1ccc([N+](=O)[O-])cc1	-4	-0.5	4	-1	1	3	114	-9	-6	5
O=C(Nc1ncccc1O)c1cccc(S(=O)(=O)N2CCCC2)c1	2	-4.5	22	-15	2	-18	103	-5	2	-1
